RGS4 pot – RGS4 potentiators or activators, primary screen, cell-based, HEK293 M3R inducible RGS4, calcium flux; carbachol calcium flux Fluo4; stronger effect = lower value; B-score at 10 µM; 310,000 tested, 0.92% active;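 active = B-score of the integrated calcium signal more than 4 SD below the library mean, with starting fluorescence not abnormally high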;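 also: negative B-score means reduced calcium response which marks RGS4 activation or potentiation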
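Test system: HEK293 cells with stable M3R and inducible RGS4; also added: carbachol at ECmax as muscarinic agonist stimulus; schedule: dye loading 30 min 37 °C, buffer rest 30 min RT; technique: kinetic calcium fluorescence imaging with Fluo4-AM dye, 2 µM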
HDAC3 inh – HDAC3 deacetylase inhibitors, primary screen, biochemical, fluorescence, cell-free homogeneous. inhibition, % at 8.3 µM. 320,000 tested, 0.15% active. recombinant HDAC3, fluorogenic peptide/trypsin coupled. AID 2718, 2010; in the data active = inhibition above about 26%, passing the limit was not always enough
Target sequence (O15379 whole entry, looked up): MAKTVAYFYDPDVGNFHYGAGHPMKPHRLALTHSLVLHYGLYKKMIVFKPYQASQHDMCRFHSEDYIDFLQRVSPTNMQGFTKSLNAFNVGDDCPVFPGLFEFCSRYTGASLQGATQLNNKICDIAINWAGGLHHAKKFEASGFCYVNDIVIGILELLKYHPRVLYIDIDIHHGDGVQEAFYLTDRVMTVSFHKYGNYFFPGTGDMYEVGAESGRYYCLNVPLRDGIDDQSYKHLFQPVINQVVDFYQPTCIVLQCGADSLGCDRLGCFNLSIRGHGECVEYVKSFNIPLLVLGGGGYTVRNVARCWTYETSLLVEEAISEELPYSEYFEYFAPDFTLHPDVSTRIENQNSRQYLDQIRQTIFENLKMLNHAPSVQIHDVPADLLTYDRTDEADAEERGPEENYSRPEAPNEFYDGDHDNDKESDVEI
MrgX1 antag – antagonists of human MrgX1 receptor, primary screen, HEK293 cells, Fluo-4 calcium flux; B-score at 10 µM; 310,000 tested, 1.3% active; BAM8-22 antagonism; stronger effect = lower value;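 active = calcium-response B-score plate-corrected more than 3 library SD below zero, starting fluorescence within 5 deviations, no agonist response on first addition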;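 also: peak minus trough fluorescence over baseline after final BAM8-22 challenge near maximal dose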
Target sequence (Q96LB2 whole entry, looked up): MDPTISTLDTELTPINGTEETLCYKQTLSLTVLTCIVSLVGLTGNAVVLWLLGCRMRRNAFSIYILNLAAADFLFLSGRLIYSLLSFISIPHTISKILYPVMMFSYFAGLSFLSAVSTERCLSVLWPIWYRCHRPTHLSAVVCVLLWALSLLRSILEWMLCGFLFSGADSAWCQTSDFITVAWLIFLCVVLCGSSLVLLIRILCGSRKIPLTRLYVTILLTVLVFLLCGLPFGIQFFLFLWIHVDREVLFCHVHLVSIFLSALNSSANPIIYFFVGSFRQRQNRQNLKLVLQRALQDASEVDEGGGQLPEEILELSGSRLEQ
TRPC6 inh – mouse TRPC6 channel inhibitors, primary screen, cell-based, HEK293, membrane potential dye; ACh-evoked depolarization; stronger effect = lower value; B-score at 10 µM; 310,000 tested, 1.1% active;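 active = B-score under library mean minus 3 SD, initial fluorescence not abnormally high, positive integrated signal ratio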;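 also: B-score derived from integrated fluorescence ratio over the kinetic read; more negative B-score means stronger inhibition of depolarization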
TMEM16A inh – TMEM16A chloride channel inhibitors, primary screen, cell-based, HTS; Anoctamin-1 (Mus musculus), Q8BHY3; normalized B-score (activity score, 25-100; higher = stronger inhibition) at 10 µM; 310,000 tested, 1.2% active; HEK293 TMEM16A/YFP iodide influx fluorescence, ionomycin;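 active = ratio plate-corrected score three or more library SD toward inhibition, starting fluorescence score within five deviations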;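 also: score derived from kinetic fluorescence span divided by baseline fluorescence per well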
SKKanGAS inh – S. pyogenes SKKanGAS growth inhibitors in kanamycin, primary screen, streptokinase expression inhibitor project, SKKanGAS strain, BacTiter-Glo luminescence; 300,000 tested, 1.3% active; inhibition, % at 7.5 µM; AID 1662, 2009; 6 h;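 active = mean replicate score, as percent of positive control median, at least 50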;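 also: strain carries kanamycin resistance gene driven by streptokinase promoter and grows in 40 µg/ml kanamycin; loss of luminescence reflects streptokinase promoter inhibition or plain growth inhibition; 0% = median of DMSO wells and 100% = positive control at its reference dose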
MrgX1 agonist – agonists of human MrgX1 receptor, primary screen, HEK293 cells, Fluo-4 calcium flux. 310,000 tested, 0.44% active. B-score at 10 µM. Fluo-4 calcium fluorescence, agonist mode; stronger effect = higher value. Mas-related G-protein coupled receptor member X1 (Homo sapiens), Q96LB2;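 active = calcium response B-score plate-corrected fluorescence ratio at least 3 library SD, with starting fluorescence B-score inside 5 SD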
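Assay system: MrgX1-expressing HEK293 cells / Amount: fifteen thousand cells per well / Doses: test compound in the initial addition of three / Timing: cells plated overnight, dye loaded 0.5 h 37 °C, 0.5 h room temperature / Technique: kinetic calcium dye fluorescence, Fluo-4 NW / Control set: positive and negative controls per plate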
TMEM16A act – TMEM16A chloride channel activators or potentiators, primary screen, cell-based, HTS | Anoctamin-1 (Mus musculus), Q8BHY3 | HEK293 TMEM16A/YFP-H148Q/I152L, iodide quench fluorescence; stronger effect = lower value | B-score at 10 µM | 340,000 tested, 0.3% active | AID 623877, 2012;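 active = fluorescence-ratio B-score plate-corrected deviation score at least 3 library SD below zero, with starting fluorescence score within 5 deviations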;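 also: channel opened by trigger with iodide after compound preincubation; score built on the fluorescence ratio of max minus min over baseline; more negative score means more quench and so TMEM16A activation or potentiation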
TRPC6 act – mouse TRPC6 channel activators, primary screen, cell-based, HEK293, membrane potential dye; B-score at 10 µM; Short transient receptor potential channel 6 (Mus musculus), Q61143; AID 2550, 2010; HEK293-TRPC6 membrane potential dye fluorescence; stronger effect = higher value; 310,000 tested, 0.13% active;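 active = B-score of the integrated fluorescence ratio above library mean plus 3 SD, and starting fluorescence ratio within library mean plus 5 SD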;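 also: higher score means more depolarization so channel activation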
RGS4 inh – RGS4 inhibitors, primary screen, cell-based, HEK293 M3R inducible RGS4, calcium flux; Fluo-4 calcium flux; stronger effect = higher value; triggered by carbachol at its EC20; B-score at 10 µM; 310,000 tested, 0.45% active;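 active = B-score, a plate-corrected calcium signal, over three deviations above library mean, with baseline fluorescence within five deviations of library mean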;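 also: RGS4 expression induced by doxycycline in cells with stable M3 receptor; B-score is computed from the integrated fluorescence ratio over baseline after carbachol; higher B-score means a larger calcium signal and so more RGS4 inhibition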
Target sequence (P49798 whole entry, looked up): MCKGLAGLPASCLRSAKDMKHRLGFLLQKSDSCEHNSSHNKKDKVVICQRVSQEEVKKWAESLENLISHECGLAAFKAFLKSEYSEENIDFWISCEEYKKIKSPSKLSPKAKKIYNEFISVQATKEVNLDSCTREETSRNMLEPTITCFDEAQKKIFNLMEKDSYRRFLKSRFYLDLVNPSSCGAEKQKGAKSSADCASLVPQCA
MrgX1 allo act – positive allosteric modulators of MrgX1, primary screen, HEK293 cells, Fluo-4 calcium flux; FDSS; stronger effect = higher value; B-score at 10 µM; 310,000 tested, 0.63% active; AID 588675, 2011;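 active = plate-corrected calcium response at least 3 library SD above typical, normal starting fluorescence, not activating the receptor alone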;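 also: compound read alongside a low EC10 to EC30 dose of BAM8-22 agonist; peak minus trough fluorescence over baseline measured at the second addition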
* = called active by the depositor; i = inactive; . = not tested or not shown.

SMILES | RGS4 pot | HDAC3 inh | MrgX1 antag | TRPC6 inh | TMEM16A inh | SKKanGAS inh | MrgX1 agonist | TMEM16A act | TRPC6 act | RGS4 inh | MrgX1 allo act
N/C(CS(=O)(=O)c1ccccn1)=N\OC(=O)c1ccc(Cl)cc1 | i | -12.6 | i | i | i | -4.4 | i | i | i | i | i
COC(=O)c1cc2ccsc2n1Cc1nc(-c2ccc(OC)cc2)oc1C | -11.2* | 13.5 | i | i | i | -0.7 | i | i | i | i | i
COc1cccc(/C=N/NC(=O)CN2CC(c3ccccc3)CC2=O)c1O (stereo not drawn) | i | 4.9 | i | i | i | 7.5 | i | i | i | i | i
COCCCNC(=S)NNC(=O)c1cc(C2CC2)nc2ccccc12 | i | 0.4 | i | i | i | 2.7 | i | i | i | i | i
COc1ccc(/C=N/Nc2ncc(Br)cn2)c(OC)c1 | i | -1.5 | i | i | i | 4.6 | i | i | i | i | i
CCc1ccccc1NC(=O)C1c2ccccc2Oc2ccccc21 | i | 8.6 | i | i | i | 26.7 | i | i | i | i | i
COc1ccc(CCN(C(=O)/C=C/C(=O)O)C2CC(=O)N(c3ccccc3)C2=O)cc1 (stereo not drawn) | i | -4.5 | i | i | i | 7.5 | i | i | i | i | i
CNc1ccc(Br)cc(C(=O)/C=C/c2ccc(OC)cc2)c1=O | i | 11.9 | i | i | i | 4.4 | i | i | i | i | i
Cc1ccccc1COc1ccc(/C=N/NC(=O)c2nnn(-c3nonc3N)c2CN2CCC(C)CC2)cc1 | i | -1.9 | i | i | i | 16.6 | i | i | i | i | i
O=C(O)c1cccc(-n2c(/C=C/c3ccccc3)nc3ccccc3c2=O)c1 | i | 11.2 | i | i | i | 18.6 | i | i | i | i | i
COC(=O)c1ccccc1NC(=O)COc1ccccc1[N+](=O)[O-] | i | 4.1 | -4.63* | i | i | -11.4 | i | i | i | i | i
CN(Cc1ccccc1)CC1CCCN(CCc2ccccc2F)C1 (stereo not drawn) | i | -1.0 | i | i | i | -5.4 | i | i | i | i | i
O=C(NCc1ccccc1)c1c(O)c2ccccc2[nH]c1=O | i | -1.2 | i | i | i | -0.3 | i | i | i | i | i
CCc1nnc(NC(=O)c2cc(S(=O)(=O)N(C)c3ccc(OC)cc3)ccc2Cl)s1 | i | -2.5 | i | i | i | 25.1 | i | i | i | i | i
Cc1cc(C)nc(SCC(=O)Nc2ccnc3ccccc23)n1 | i | -0.6 | i | i | i | 3.8 | i | i | i | i | i
COc1ccccc1CCc1nnc(CCC(=O)NC(C)Cc2cccc(C)n2)o1 (stereo not drawn) | i | . | i | i | i | -4.8 | i | i | i | i | i
CN1CCC(N(C)CC(O)c2ccccc2)CC1 (stereo not drawn) | i | 0.2 | i | i | i | 2.9 | i | i | i | i | i
COc1ccc(/C=N/NC(=O)C2(C)NC(C)(C)Cc3ccccc32)cc1 (stereo not drawn) | i | 0.2 | i | i | i | -2.4 | i | i | i | i | i
CC(=O)N1CCc2cc(S(=O)(=O)NC(Cc3ccccc3)C(=O)Nc3cc(C)ccn3)ccc21 (stereo not drawn) | i | 1.4 | i | i | i | 6.3 | i | i | i | i | i
O=C(N/C(=C/c1cccs1)c1nc2ccccc2[nH]1)c1ccccc1 | i | 6.0 | i | i | i | -1.2 | i | i | i | i | i
O=C(O)c1ccccc1C(=O)c1cccc2ccccc12 | i | -1.6 | i | i | i | 1.9 | i | i | i | i | i
CC(C)Oc1ccc(N2CC(C(=O)Nc3ccccc3F)CC2=O)cc1 (stereo not drawn) | i | 1.0 | i | i | i | -3.5 | i | i | i | i | i
O=C(Nc1c2c(nn1-c1cccc(Cl)c1)CS(=O)(=O)C2)c1ccco1 | i | 1.2 | i | i | i | -4.5 | i | i | i | i | i
CCC(=O)NCCc1cc2ccc(C)c(C)c2[nH]c1=O | i | 6.1 | i | i | i | -1.5 | i | i | i | i | i
COc1ccc(/C=N/NC(=O)CCC(=O)Nc2ccccc2)cc1OC | i | 1.1 | i | i | i | -3.8 | i | i | i | i | i
CCCCNC(=O)COC(=O)c1cc2c(C)nn(-c3ccccc3)c2s1 | i | -6.2 | i | i | i | 3.6 | i | i | i | i | i
O=C(N/N=C/c1c(Cl)cccc1Cl)c1cccc(F)c1 | i | 7.9 | i | i | i | 0.2 | i | i | i | i | i
O=C(OCc1ccccc1)/C(=C(\O)c1ccccc1Br)c1ccc(-c2ccccc2)cn1 | i | -3.4 | i | i | i | 6.1 | i | i | i | i | i
O=C(/C=C/c1ccc(F)cc1)NC(=S)NNC(=O)c1cccnc1 | i | 3.8 | i | i | i | -29.8 | i | i | i | i | i
O=C(Cc1cccs1)N/N=C\c1ccc(O)cc1 | i | 1.0 | i | i | i | 13.8 | i | i | i | i | i
COc1cc(/C=C2/NC(=O)NC2=O)cc(Br)c1OCc1ccc(C(=O)O)cc1 | i | 4.7 | i | i | i | 24.3 | i | i | i | i | i
CC1(C)CC(=O)C(/C=N/n2cnc3ccccc3c2=O)=C(O)C1 | i | -16.7 | i | i | i | 1.0 | i | i | i | i | i
CCN(CC)S(=O)(=O)c1ccc(OC)c(NC(=O)COc2ccccc2[N+](=O)[O-])c1 | i | -0.2 | i | i | i | 11.8 | i | i | i | i | i
O=C(NCCCN1CCOCC1)c1ccc2c(c1)N(Cc1ccccc1)C(=O)c1ccccc1S2=O (stereo not drawn) | i | 4.0 | i | i | i | -0.7 | i | i | i | i | i
CCOC(=O)COc1cccc2c(=O)n(CC(=O)NCc3ccc4c(c3)OCO4)ccc12 | i | 3.6 | i | i | i | -4.5 | i | i | i | i | i
Cc1ccc2c(C)c(C(=O)N(Cc3ccncc3)CC3CCCO3)oc2c1C (stereo not drawn) | i | -0.5 | i | i | i | -0.3 | i | i | i | i | i
Cc1cc(C)n(CCCNC(=O)c2ccc(C)c(S(=O)(=O)N3CCOCC3)c2)n1 | i | -0.5 | i | i | i | -10.9 | i | i | i | i | i
O=C(N/N=C\c1cc2c(cc1Cl)OCO2)c1cccs1 | i | 4.6 | i | i | i | -2.1 | i | i | i | i | i
O=C(OCCN1CCCC1=O)c1cc(F)c(F)c(F)c1F | i | 4.7 | i | i | i | -7.1 | i | i | i | i | i
CC(C)C(=O)Nc1c2c(nc3ccccc13)N(C)CC2 | i | -33.4 | i | i | i | -0.4 | i | i | i | i | i
COC(=O)CNC(=O)C1Nc2ccc(OC(F)(F)F)cc2C2C=CCC12 (stereo not drawn) | i | -10.0 | i | i | i | 2.0 | i | i | i | i | i
O=C1C2CCCN2C(c2ccc(Br)cc2)N1c1ccc(F)cc1 (stereo not drawn) | i | 1.5 | -5.71* | i | i | -3.4 | i | i | i | i | i
Cc1ccc(-n2c(C)cc(C=C3C(=O)CC(C)(C)CC3=O)c2C)cc1 | i | 1.7 | i | i | i | -7.2 | i | i | i | i | i
OC(CSc1ccccc1Cl)CN1CCN(c2ccccc2F)CC1 (stereo not drawn) | i | 9.3 | i | i | i | -1.6 | i | i | i | i | i
CCCCNC(=O)Nc1ncn[nH]1 | i | 2.6 | i | i | i | -3.2 | i | i | i | i | i
Cc1ccc(S(=O)(=O)N2CCCC2CNC(=O)C(=O)NC2CCCC2)cc1 (stereo not drawn) | i | -2.3 | i | i | i | -2.1 | i | i | i | i | i
O=C(c1ccc(F)cc1)N(C(=O)c1ccc(F)cc1)c1ncccn1 | i | -5.1 | i | i | i | 5.2 | i | i | i | i | i
CC1=C(C(N)=O)C(c2ccc(Cl)cc2Cl)n2ncnc2N1 (stereo not drawn) | i | -1.6 | i | i | i | -18.6 | i | i | i | i | i
CN1CCN(Cc2cn[nH]c2-c2ccc(F)cc2F)[C@@H](c2ccccc2)C1 | i | 1.6 | i | i | i | 3.3 | i | i | i | i | i
CCCOc1ccc(N2C(=O)CC(N3CCN(S(=O)(=O)c4ccccc4)CC3)C2=O)cc1 (stereo not drawn) | i | -0.7 | i | i | i | -9.4 | i | i | i | i | i

Carrying on:
SMILES | RGS4 pot | HDAC3 inh | MrgX1 antag | TRPC6 inh | TMEM16A inh | SKKanGAS inh | MrgX1 agonist | TMEM16A act | TRPC6 act | RGS4 inh | MrgX1 allo act
Cc1cccc(C(=O)NCC(c2ccco2)N(C)C)c1 (stereo not drawn) | i | 3.3 | i | i | i | 14.8 | i | i | i | i | i
Cc1cccc(NC(=O)COc2cccc3c2CCN(Cc2ccccc2)C3=O)c1C | i | 2.8 | i | i | i | -2.2 | i | -6.46* | i | i | i
Cn1cccc1C(=O)OCC(=O)N1c2ccccc2NC(=O)C1(C)C | i | -4.2 | i | i | i | 0.8 | i | i | i | 5.2* | i
COc1cccc(/C=C/C(=O)Nc2ccc3c(c2)OCCO3)c1 | i | 4.7 | i | i | i | -17.7 | i | i | i | i | i
O=C(O)C1C2CCC(O2)C1C(=O)Nc1ccc(OC(F)F)cc1 (stereo not drawn) | i | 5.9 | i | i | i | -2.1 | i | i | i | i | i
CS(=O)Cc1cc(Sc2ccccc2)nc(-c2ccncc2)n1 (stereo not drawn) | i | -4.5 | i | i | i | -13.2 | i | i | i | i | i
CCOC1=CC(=O)N(Cc2ccccc2)C1 | i | -13.2 | i | i | i | 0.5 | i | i | i | i | i
Cc1cc(=O)oc2c3c(cc(OCC(=O)Nc4cccnc4)c12)OC(C)(C)CC3 | i | 3.8 | i | i | i | 0.7 | i | i | i | i | i
Cn1c(SCC(=O)N2CCOCC2)nc(O)cc1=O | i | -3.4 | i | i | i | -9.5 | i | i | i | i | i
COc1ccc(NS(=O)(=O)c2cc3c(cc2C)N(C(C)=O)CCO3)c(OC)c1 | i | . | i | i | i | -3.0 | i | i | i | i | i
O=C(CC1OC(=O)c2ccccc21)Nc1ccccc1N1CCOCC1 (stereo not drawn) | i | -6.0 | i | i | i | -1.3 | i | i | i | i | i
OCCN1CCN(c2nc(-c3ccccc3O)nc3ccccc23)CC1 | i | 0.3 | i | i | i | -4.0 | i | i | i | i | i

From PubChem BioAssay
